# Screening data deposited in PubChem by National Center for Advancing Translational Sciences (NCATS).
# Glioma ERSR ind – qHTS for Inducers of the Endoplasmic Reticulum Stress Response (ERSR) in Human Glioma: qHTS; U87-MG GRP78 promoter luciferase reporter, 16 h; Potency, µM, for the others: at the highest dose activation, hits mostly activators; 420,000 compounds, 0.02% hits; AID 602332, 2012; further: potency means the concentration at half of the fitted maximal effect; series mostly up to about 76 µM; % of control where 0% means no effect; nearly all actives have a fitted effect of over 35% in size
#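 Stably transfected U87-MG human glioma cells carrying a GRP78-based luminescent sensor were seeded at 1000 cells/well, pin-dosed with compounds and incubated 16 h. Luciferase reagent was then added, and end-point luminescence was read after 10 min at room temperature.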
# TrxR1 substrate – qHTS Assay for Substrates of Mammalian Selenoprotein Thioredoxin Reductase 1 (TrxR1): qHTS; purified TrxR1 substrate turnover, NADPH consumption readout; 390,000 compounds, 0.01% hits; Potency, µM (titrated, usually from 114 µM), for the others: top-dose activity change, negative = substrate turnover; Thioredoxin reductase 1, cytoplasmic (Rattus norvegicus), O89049; further: potency means the concentration at half of the fitted maximal effect; on the % scale 0 is the no-effect control and ±100 the full control effect; nearly all actives have a fitted effect of over 50% in size
# Target sequence (O89049 whole entry, looked up): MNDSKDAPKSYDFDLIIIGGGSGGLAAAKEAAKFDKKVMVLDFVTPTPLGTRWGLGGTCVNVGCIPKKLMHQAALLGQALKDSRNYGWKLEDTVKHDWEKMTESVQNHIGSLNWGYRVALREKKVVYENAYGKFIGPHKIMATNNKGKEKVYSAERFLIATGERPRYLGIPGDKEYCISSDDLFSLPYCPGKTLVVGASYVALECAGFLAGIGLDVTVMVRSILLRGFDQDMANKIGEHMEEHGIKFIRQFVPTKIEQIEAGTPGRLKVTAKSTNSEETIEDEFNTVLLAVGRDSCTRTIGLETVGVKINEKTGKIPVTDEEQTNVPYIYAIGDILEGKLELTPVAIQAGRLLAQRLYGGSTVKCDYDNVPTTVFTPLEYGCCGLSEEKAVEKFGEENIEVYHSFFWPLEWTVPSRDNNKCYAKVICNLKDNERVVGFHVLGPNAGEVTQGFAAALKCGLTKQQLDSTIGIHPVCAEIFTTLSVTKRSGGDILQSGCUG
#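 Rat TrxR1, dispensed at 90 nM, was prereduced with 400 uM NADPH (final) for 5 min at ~22 deg C, then incubated with compound 15 min before 400 uM selenite. A first-read NADPH fluorescence drop versus no-compound background flagged substrates.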
# RGS4 inh – Inhibitors of Regulator of G Protein Signaling (RGS) 4: qHTS. Transcreener GDP fluorescence polarization, RGS4-accelerated GTP hydrolysis. Potency, µM (series often up to 114 µM), inactives show at the top dose activity change, negative = inhibition, actives largely listed as inhibitors. 390,000 compounds, 0.039% hits. AID 504845, 2011; further: potency means the concentration at half of the fitted maximal effect; on the % scale 0 is the no-effect control and ±100 the full control effect; nearly all actives have a fitted effect of over 75% in size; some results filed as inactive show a strong effect at the top dose
#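 MLSMR compounds (23 nl, pin-transferred) preincubated 10 min at room temperature with a 500nM (2x) first reagent, then RGS4 at 900nM (2x) plus Transcreener GDP mix added; fluorescence polarization (620/688 nm) read before and after 90 min at 30 °C.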
# Vif-A3F inh – qHTS for Inhibitors of Vif-A3F Interactions: qHTS; HeLa A3F-eYFP + Vif (tagged APOBEC3F with the HIV-1 protein that degrades it), YFP fluorescence increase; AID 602313, 2012; 390,000 compounds, 0.2% hits; Potency, µM (top dose mostly 46.1 µM), for inactives: at the top dose activity, negative = active; further: potency means the concentration at half of the fitted maximal effect; % of control where 0% means no effect; nearly all actives have a fitted effect of over 65% in size
#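 Fluorescence increase (Ex 488/Em 500-530) after overnight compound treatment at 37 deg C flags inhibition of Vif-driven A3F-eYFP loss in stable HeLa A3F-eYFP/Vif cells seeded overnight beforehand.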
# USP1-UAF1 inh – Inhibitors of USP1/UAF1: Primary Screen | 390,000 compounds, 0.23% hits | recombinant USP1/UAF1, Ub-Rhodamine cleavage fluorescence | Ubiquitin carboxyl-terminal hydrolase 1 (Homo sapiens), O94782 | Potency, µM (doses to about 57.1 µM), for inactives: at the top dose activity change, negative = inhibition, hits mostly inhibitors; further: potency means the concentration at half of the fitted maximal effect; on the % scale 0 is the no-effect control and ±100 the full control effect; nearly all actives have a fitted effect of over 60% in size; inactives centre near -12
#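 USP1/UAF1 complex at 1 nM was preincubated with compound for 15 min at room temperature, then Ub-Rho substrate (150nM final) was added. Fluorescence (480/540 nm) was read kinetically, 6 reads every 60 seconds.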
# Vif-A3G inh – qHTS for Inhibitors of Vif-A3G Interactions: qHTS | DNA dC->dU-editing enzyme APOBEC-3G (Homo sapiens), Q9HC16 | HeLa A3G-eYFP + Vif (tagged APOBEC3G with the HIV-1 protein that degrades it), YFP fluorescence, overnight | Potency, µM (highest dose often 46.1 µM), for inactives: at the highest dose activity, negative = active, hits mostly inhibitors | 410,000 compounds, 0.076% hits;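 further: potency means the concentration at half of the fitted maximal effect; on the % scale 0 is the no-effect control and ±100 the full control effect; nearly all actives have a fitted effect of over 60% in size; hits raise eYFP signal because A3G escapes Vif-driven loss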
#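 Read-out is eYFP fluorescence (Ex 488/Em 500-530) from Vif-expressing HeLa A3G-eYFP cells; more signal means A3G escaped Vif-mediated degradation. Cells plated overnight, compound pinned in, incubated overnight at 37 deg C.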
# LDHA block – qHTS assay for inhibitors of human lactate dehydrogenase | activity change, % (values are at about 110 or 230 µM) | 480,000 compounds, 0.15% hits | L-lactate dehydrogenase A chain (Homo sapiens), P00338 | purified LDHA, NADH/diaphorase-resazurin fluorescence; active compounds read low | AID 1347041, 2019; in the data active means activity change below about -30%; inconclusive means mostly about -25% to -30%;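 further: plate controls were DMSO wells for no effect and wells without enzyme for full effect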
#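 LDH5 2 nM; NADH 0.06 mM, pyruvate 0.2 mM; 200 mM Tris pH 7.4, EDTA, Tween-20; 5 min RT. Detection: diaphorase 0.133 mg/mL + resazurin 37 µM, fluorescence ex540/em590 at 0 and 20 min; normalized to enzyme-free and DMSO wells.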
# rTrxR1 inhibitor – qHTS Assay for Inhibitors of Mammalian Selenoprotein Thioredoxin Reductase 1 (TrxR1): qHTS. Thioredoxin reductase 1, cytoplasmic (Rattus norvegicus), O89049. recombinant rTrxR1, NADPH fluorescence consumption, selenite substrate. 390,000 compounds, 1% hits. Potency, µM (highest dose often 114 µM), for inactives: at the top dose activity change, negative = inhibition, hits mostly inhibitors. AID 588453, 2011; further: potency means the concentration at half of the fitted maximal effect; on the % scale 0 is the no-effect control and ±100 the full control effect; nearly all actives have a fitted effect of over 65% in size
#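 Rat TrxR1 (90 nM in the dispensed reagent) was pre-reduced with 400 uM NADPH for 5 min at room temperature, then incubated with compound for 15 min. After 400 uM selenite was added, NADPH fluorescence (Ex 340/Em 450 nm) was followed for 8 min.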
# mIDH1 inhibitor – qHTS for Inhibitors of mutant isocitrate dehydrogenase 1 (IDH1): qHTS; Isocitrate dehydrogenase [NADP] cytoplasmic (Homo sapiens), O75874; IDH1-R132H enzyme, NADPH consumption, diaphorase/resazurin fluorescence; Potency, µM (doses to about 76.6 µM), for inactives: top-dose activity change, negative = inhibition, usual class: inhibitors; 390,000 compounds, 0.093% hits; AID 602179, 2012; further: potency means the concentration at half of the fitted maximal effect; on the % scale 0 is the no-effect control and ±100 the full control effect; nearly all actives have a fitted effect of over 65% in size
# Target sequence (O75874 whole entry R132H, stated change not applied): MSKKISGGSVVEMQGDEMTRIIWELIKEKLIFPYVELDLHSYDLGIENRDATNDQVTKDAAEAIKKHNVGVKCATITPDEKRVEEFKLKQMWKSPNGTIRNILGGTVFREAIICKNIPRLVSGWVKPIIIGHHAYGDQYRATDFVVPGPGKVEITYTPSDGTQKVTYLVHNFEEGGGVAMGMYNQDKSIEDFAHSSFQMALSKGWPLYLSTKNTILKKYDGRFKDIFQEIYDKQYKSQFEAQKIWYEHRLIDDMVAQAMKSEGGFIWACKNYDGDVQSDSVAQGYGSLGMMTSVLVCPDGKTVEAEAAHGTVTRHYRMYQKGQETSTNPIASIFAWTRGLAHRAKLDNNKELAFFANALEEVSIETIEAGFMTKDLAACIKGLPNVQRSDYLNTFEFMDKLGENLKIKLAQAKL
#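 IDH1-R132H (0.5 ug/mL) preincubated 30 min with compound, then NADPH (0.016 mM) and alpha-KG (2 mM) added; 80 min at RT, pH 7.5. Remaining NADPH coupled via diaphorase/resazurin to fluorescence (540/590 nm); concentration-response curves normalized to no-enzyme control.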
# Starred values were filed as active, the others as inactive; ? = inconclusive; . = not tested or not shown; [ ] = remark or other dose. Unless noted, the call rests on the fitted dose curve; in most records, active means well fitted curve in the direction sought with a large enough effect; inconclusive means small, poorly fitted or top-dose-only effect, or another doubt; inactive means no such curve, though single readings can be large; an effect the other way counts as inactive or inconclusive.
SMILES,Glioma ERSR ind,TrxR1 substrate,RGS4 inh,Vif-A3F inh,USP1-UAF1 inh,Vif-A3G inh,LDHA block,rTrxR1 inhibitor,mIDH1 inhibitor
O=C(Nc1ccccc1)c1nc[nH]c1C(=O)NCc1ccccc1,-4.1%,-4.1%,-19.1%,-5.8%,2.3%,-1.0%,-6.2,-4.2%,-6.9%
CC(C)C(=O)NC(=S)Nc1ccccc1C(=O)NC1CCCCC1,-2.0%,-6.7%,-21.5%,-20.6%,-17.6%,-2.1%,-0.3,-15.2%,-0.7%
CC(OC(=O)c1cnc(Cl)c(Cl)c1)C(=O)NCc1ccccc1 (stereo not given),-2.2%,4.8%,24.5%,2.5%,-9.9%,0.2%,-12.3,7.3%,-6.4%
O=C(CSc1cccs1)Nc1ccc(Cl)cc1,4.0%,5.7%[11.4 µM],-42.8%,-1.1%,-4.9%,-9.0%,-2.2,14.4%[11.4 µM],3.0%
NCCNc1ccc([N+](=O)[O-])c(Sc2nc3ccccc3[nH]2)c1,-4.5%,-15.1%,-23.9%,8.0%,1.9%,5.5%,-1.0,-16.1%,7.3%
COCCNC(=S)N/N=C(\C)c1ccc(Cl)s1,0.9%,23.1%[0.0914 µM],-41.1%,?,-12.7%,1.5%,-3.1,-42.2%[0.0914 µM],0.0%
CCOC(=O)C1CCCN(C(=O)Cn2ncn3c(cc4sc(CC)cc43)c2=O)C1 (stereo not given),-3.0%,0.5%,-13.2%,-9.1%,-21.9%,-6.8%,-1.0,6.0%,-0.4%
O=C(CN1C(=O)/C(=C/c2ccccc2)SC1=S)NNC(=O)c1ccccc1O,-2.5%,-4.4%,?,18.3%,-26.6%,-10.4%,-0.3,-5.9%,-5.7%
CCN(CC(=O)Nc1cc(Cl)ccc1C)C(=O)CCOc1ccccc1C,-4.0%,3.9%,-6.5%,-17.9%,-7.0%,1.3%,-4.4,39.8µM*,-5.3%
Cc1cc(N2CCCC2)ccc1/C=N/n1cnnc1,1.1%,5.8%[57.1 µM],-4.4%,0.6%,-12.4%,-6.9%,3.6,?,2.7%
O=C(O)CN1C(=O)COc2cc(S(=O)(=O)N3CCCC3)ccc21,1.6%,7.9%[57.1 µM],-12.8%,-2.7%,-21.6%,3.3%,-0.1,6.6%[57.1 µM],-2.5%
CC1(C)CC(OC(=O)c2ccccc2)CC(C)(C)N1,-2.3%,12.0%[57.1 µM],14.3%,0.8%,-3.6%,-1.6%,-8.4,29.9%[57.1 µM],12.1%
CCSc1ncc(Cl)c(C(=O)Nc2ccc(S(=O)(=O)N3CCCCC3)cc2)n1,-1.7%,1.6%,-6.2%,1.0%,-16.1%,3.7%,-1.5,23.3%,-26.1%
O=C(NCCS(=O)(=O)NCc1ccccc1Cl)c1ccc2c(c1)OCO2,-2.7%,7.3%[57.1 µM],-13.0%,3.0%,-18.3%,5.6%,-4.3,8.7%[57.1 µM],0.0%
CC(C)(C)[C@H]1C=C(C(=O)NCc2ccccc2)O[C@@H](OCc2ccc(CO)cc2)C1,-2.2%,-2.3%,-11.5%,-4.0%,-26.3%,-1.9%,1.5,21.1%,16.3%
COc1ccc(NC(=O)C(C)N(c2ccc(C)cc2)S(C)(=O)=O)c(OC)c1 (stereo not given),-5.2%,2.0%[57.1 µM],-36.2%,1.2%,-16.1%,1.2%,-3.1,14.9%[57.1 µM],5.6%
CCc1ccc(NC(=O)C2CCN(c3c(N4CCCC4)c(=O)c3=O)CC2)cc1,-6.9%,-1.7%,-5.2%[11.4 µM],-5.2%,-14.8%,2.7%,-1.9,-2.2%,-2.9%
Cc1[nH]n(C2=NCCS2)c(=O)c1N=Nc1ccccc1,-1.4%,3.8%[57.1 µM],-18.5%,3.1%,?,0.9%,-4.9,39.7%[activator][57.1 µM],-4.1%
COc1ccc(C)cc1NC(=O)N1CCN(c2cc(-c3noc(C)n3)ccc2C)CC1,-2.4%,-0.5%[57.1 µM],11.0%,11.1%,-10.4%,-2.2%,-2.2,6.2%[57.1 µM],7.9%
COc1ccc(N2CCN(C(=O)Cn3nnc(-c4cccs4)n3)CC2)cc1,-5.3%,4.8%[57.1 µM],1.9%,-5.1%,-9.5%,-5.1%,-3.1,6.6%[57.1 µM],2.7%
Cc1cc(NN)nc(NS(=O)(=O)c2ccc(Cl)cc2)n1,-3.2%,1.5%,-14.0%,0.5%,-2.6%,-0.1%,1.4,9.2%,4.0%
Cc1ccc(S(=O)(=O)NCCN2CCOCC2)cc1C,-1.4%,25.9%,0.4%,1.0%,-18.8%,-4.1%,-2.7,10.4%,2.5%
COc1ccc(C(=O)Nc2ccc3ccccc3n2)c(OC)c1OC,-12.4%,9.8%,6.8%,-7.4%,-20.9%,1.0%,-0.1,25.8%,0.5%
N=c1c(C(=O)NCc2ccco2)cc2c(=O)n3ccccc3nc2n1Cc1ccccc1,-3.4%,72.8%,2.0%,4.2%,-19.6%,-1.8%,4.0,12.6%,0.4%
O=C(Nc1ccc(N2CCN(C(=O)c3ccccc3)CC2)cc1)c1cccs1,1.0%,-3.9%,-3.9%,18.6%,-16.8%,-9.9%,-7.2,6.6%,-7.7%
CCOC(=O)N1CCC(NC(=O)CCC(=O)N2CCOc3ccc(C)cc32)CC1,-0.6%,2.4%,-35.6%,-4.7%,-16.1%,3.1%,1.1,7.6%,11.1%
Cc1cc(C)c(S(=O)(=O)N2CCC(N3CCN(Cc4ccc(F)cc4)C(=O)C3=O)CC2)c(C)c1,-0.8%,-2.5%[57.1 µM],4.4%,0.4%,-23.5%,-3.7%,3.9,12.8%[57.1 µM],9.0%
C=CCn1c(-c2cccnc2Cl)nc2ccccc21,-3.4%,62.2%,-10.3%,1.3%,-6.2%,0.1%,-0.9,51.6%,5.9%
O=C1NC(Cc2ccccc2)c2nc3ccc(Cl)cc3c(=O)n2-c2cc3ccccc3cc21 (stereo not given),-5.5%,.,.,-4.2%,-13.3%,-14.0%,-7.6,.,1.9%
O=c1[nH]c2cc3c(cc2cc1CN(CC1CCCO1)S(=O)(=O)c1ccccc1)OCCO3 (stereo not given),0.3%,21.4%,-12.0%,-1.4%,-3.9%,0.3%,-1.4,18.7%,-3.6%
Cc1cc(C)c(S(=O)(=O)N2CCCC2CNC(=O)c2ccc3c(c2)OCO3)c(C)c1 (stereo not given),-5.2%,-15.2%,-0.8%,-10.1%,-1.3%,0.4%,-6.1,-11.2%,2.9%
CNC(=O)C(=O)N/N=C/c1ccccn1,-3.5%,-9.7%,0.7%,-27.9%,-23.2%,7.1%,7.1,-5.6%,-2.2%
O[C@H]1C[C@H](c2ccc(Cl)cc2)N(Cc2cccs2)C[C@@H]1n1cc(C2CC2)nn1,-7.8%,.,.,?,-1.3%,0.8%,2.0,.,6.8%
CCc1nnc(NC(=O)CN2CCN(S(C)(=O)=O)CC2)s1,-2.5%,9.1%,-13.4%,0.0%,-24.6%,1.8%,-4.3,22.3%,-2.5%
Cc1ccc(C)c(C(=O)NCCN(C)C)c1,-1.0%,6.6%,-0.9%,-4.9%,-16.3%,-0.5%,-7.0,10.5%,-0.6%
Cc1nn(-c2ccccc2)c(Cl)c1C(=O)NCC(=O)O,-5.1%,9.9%[57.1 µM],-40.4%,1.0%,-8.8%,0.6%,-3.0,26.3%[57.1 µM],1.9%
Cc1cccc(-c2ccc3c(c2)C2CC3CCN2Cc2ccc3c(c2)OCO3)c1 (stereo not given),-1.2%,1.5%,2.3%,-0.8%,-5.8%,0.7%,-1.3,9.2%,-0.6%[38.3 µM]
Cc1ccc(S(=O)(=O)NCCC(c2ccc(F)cc2)c2ccco2)cc1 (stereo not given),-3.2%,-8.5%,-6.3%,-5.2%,-3.9%,-1.4%,-4.9,0.1%,-1.6%

# These rows are one share of the data, so the mix of outcomes need not match the whole.
